IDH1 R132H inh: inhibitors of IDH1 R132H reductase, primary screen, biochemical, plate reader, single point; AID 624101, 2012; inhibition, % at 10 µM; diaphorase/resazurin fluorescence, 60 min; 70,000 tested, 0.18% active; Isocitrate dehydrogenase [NADP] cytoplasmic (Homo sapiens), O75874; in the data active means inhibition above about 34%;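 further: 0% = DMSO and 100% = no enzyme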
Target sequence (O75874 whole entry R132H): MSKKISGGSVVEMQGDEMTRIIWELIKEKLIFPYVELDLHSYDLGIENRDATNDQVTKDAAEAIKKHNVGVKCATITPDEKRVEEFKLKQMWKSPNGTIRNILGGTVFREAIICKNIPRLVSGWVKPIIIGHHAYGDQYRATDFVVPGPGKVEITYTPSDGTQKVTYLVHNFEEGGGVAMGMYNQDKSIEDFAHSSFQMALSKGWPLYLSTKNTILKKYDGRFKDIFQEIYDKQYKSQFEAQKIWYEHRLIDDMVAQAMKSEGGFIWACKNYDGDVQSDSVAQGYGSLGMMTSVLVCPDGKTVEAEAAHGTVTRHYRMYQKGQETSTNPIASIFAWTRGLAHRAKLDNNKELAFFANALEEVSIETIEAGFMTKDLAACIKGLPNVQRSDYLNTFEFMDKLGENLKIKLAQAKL
EZH2 inh: EZH2/PRC2 methyltransferase inhibitors, primary screen, biochemical, DELFIA time-resolved fluorescence, single point. Histone-lysine N-methyltransferase EZH2 (Homo sapiens), Q15910. PRC2 H3K27 methylation, DELFIA TRF, 1 h. inhibition, % at 12.5 µM. 57,000 tested, 0.35% active. AID 651548, 2012;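 active means mean inhibition of replicates at least 50% and every single replicate also reaching 50%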;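 further: dimethyl H3K27 on biotinylated H3 21-44 peptide detected by antibody; plate controls were median neutral control wells for no effect and median positive control wells for full effect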
Numbers without * were called inactive; nt = not tested or not shown. The list is partial; the hit share may differ from the screen's.

SMILES | IDH1 R132H inh | EZH2 inh
CC(C)[C@H](NC(=O)[C@H](C)N(C)C)C(=O)N1CC[C@@H]2Oc3ccc(cc3)/C=C\NC(=O)[C@H](Cc3ccccc3)NC(=O)C21 (some centres undefined) | -0.2 | nt
C[C@@H]1CN([C@H](C)CO)C(=O)c2c(c3ccccc3n2C)-c2ccccc2CO[C@H]1CN(C)S(=O)(=O)c1ccc(F)cc1 | 0.3 | -46.0
C=CCN1C(=O)N[C@@H]2c3ccccc3O[C@@]1(COCc1ccc(OC)cc1)[C@@H]2CO | nt | 0.6
Cc1noc(C)c1S(=O)(=O)Nc1ccc2c(c1)C(=O)N([C@@H](C)CO)C[C@H](C)[C@H](CN(C)Cc1ccc(-c3ccccc3)cc1)O2 | -8.5 | nt
O=C(C[C@@H]1CC[C@H](NC(=O)C2CCOCC2)[C@@H](CO)O1)Nc1ccc(-c2ccccc2)cc1 | 0.0 | -0.2
COC(=O)c1c(NC(=S)Nc2cccc(NC(C)=O)c2)sc(C)c1C | -0.3 | 10.0
NCC[C@H]1CC[C@@H](NC(=O)Cc2ccncc2)[C@H](CO)O1 | -0.1 | 3.6
CCOC(=O)c1sc(N2C(=O)C(=O)C(C(=O)c3ccc(OC)c(C)c3)C2c2ccco2)nc1C (centres undefined) | 0.2 | 3.7
COc1ccc(NC(=O)N(C)C[C@@H]2Oc3ccc(NS(=O)(=O)c4ccc(OC)cc4)cc3C(=O)N([C@@H](C)CO)C[C@H]2C)cc1 | 1.4 | nt
C[C@@H]1CN([C@@H](C)CO)C(=O)c2cc(NC(=O)Nc3ccccc3)ccc2O[C@@H]1CN(C)Cc1ccc(Cl)c(Cl)c1 | 0.1 | nt
O=C(C[C@@H]1C[C@@H]2c3cc(NC(=O)Nc4ccccc4F)ccc3O[C@@H]2[C@H](CO)O1)NC1CCCCC1 | -0.1 | 0.6
Cc1ccccc1-c1noc(CCC(=O)Nc2ccc(Cl)cc2)n1 | 0.2 | -1.4
C[C@@H]1CCCCO[C@H](CN(C)C(=O)CCCN(C)C)[C@H](C)CN([C@H](C)CO)C(=O)c2cc(NC(=O)c3ccccc3)ccc2O1 | 6.5 | 2.8
CO[C@H]1CN(C)C(=O)c2cc(NS(=O)(=O)CC(F)(F)F)ccc2OC[C@H](C)NC[C@H]1C | 0.0 | 3.8
CCCC(=O)Nc1ccc2c(c1)OC[C@@H](C)N(C(=O)CN(C)C)C[C@H](C)[C@H](OC)CN(C)C2=O | -0.2 | 6.8
O=C(CSc1nnc(-c2cccs2)n1-c1ccccc1)N1CCOCC1 | 0.3 | -3.1
CCC(=O)N1C[C@H](C)[C@H](OC)CN(C)C(=O)c2cc(NC(=O)C3CCOCC3)ccc2OC[C@H]1C | 0.5 | 0.8
C[C@@H]1CCCCO[C@@H](CN(C)CC2CC2)[C@H](C)CN([C@@H](C)CO)C(=O)c2cc(NC(=O)Nc3cccc4ccccc34)ccc2O1 | -26.7 | nt
COc1ccccc1CNC(=O)C[C@H]1C[C@@H]2c3cc(NC(=O)CN(C)C)ccc3O[C@@H]2[C@H](CO)O1 | -0.2 | 3.5
C#Cc1ccc([C@H]2C=C(C(=O)N3CCN(Cc4ccc5c(c4)OCO5)CC3)O[C@@H](OCC)[C@@H]2CCCO)cc1 | nt | 14.4
Cc1cc(C)c(NC(=O)CN(C)S(=O)(=O)c2ccc(Br)cc2)c(C)c1 | -0.1 | 8.0
CO[C@H]1CN(C)C(=O)c2cc(NS(=O)(=O)c3ccccc3F)ccc2OC[C@H](C)NC[C@H]1C | 0.3 | 1.9
Cc1ccccc1-c1ccc2c(c1)O[C@@H](CN(C)C(=O)Nc1ccccc1)[C@H](C)CN([C@@H](C)CO)S2(=O)=O | -0.2 | nt
CN(C)CC(=O)N[C@H]1CC[C@@H](CCn2cc(CN(C)C)nn2)O[C@H]1CO | 0.3 | 6.0
CCC(=O)N(C)C[C@H]1Oc2cc(C#Cc3ccccn3)ccc2S(=O)(=O)N([C@@H](C)CO)C[C@H]1C | -3.0 | -0.3
CC(C)NC(=O)N(C)C[C@@H]1Oc2cc(-c3ccncc3)ccc2S(=O)(=O)N([C@H](C)CO)C[C@H]1C | 2.3 | 8.3
C[C@H](CO)N1C[C@H](C)[C@@H](CN(C)Cc2ccc(C(=O)O)cc2)Oc2c(NS(=O)(=O)c3cccs3)cccc2C1=O | 0.1 | nt
COc1cccc(-c2cnc3c(c2)C(=O)N([C@@H](C)CO)C[C@@H](C)[C@H](CN(C)C(C)=O)O3)c1 | -0.5 | -12.6
O=C(CSc1nnc(-c2ccco2)o1)c1ccc2c(c1)OCCO2 | 0.1 | nt
C[C@@H]1CN([C@H](C)CO)C(=O)c2cc(-c3ccccc3)cnc2O[C@@H]1CN(C)C(=O)c1cccc(F)c1 | 0.3 | -16.0
COc1ccc(S(=O)(=O)Nc2ccc3c(c2)C(=O)N([C@H](C)CO)C[C@H](C)[C@H](CN(C)C)O3)cc1 | nt | -5.8
Cc1ccc(-c2nnc(SCC(=O)Nc3c(Cl)cc(Cl)cc3Cl)n2C)cc1 | -0.4 | -17.2
CO[C@H](CN(C)C(=O)c1ccccc1F)[C@@H](C)CN([C@H](C)CO)S(=O)(=O)c1ccc(F)cc1 | 0.7 | 5.0
S=C1NC2=C(C(c3ccccc3)N1)N1CCC2CC1 (centres undefined) | -3.1 | -0.6
C[C@H]1CN([C@@H](C)CO)C(=O)c2cccc(NC(=O)C3CC3)c2O[C@@H]1CN(C)C(=O)Nc1cccc2ccccc12 | -0.5 | 8.8
CN1CCN(C(=O)C[C@@H]2C[C@@H]3c4cc(NC(=O)C5CCOCC5)ccc4O[C@@H]3[C@@H](CO)O2)CC1 | 0.0 | 7.1
CC(C)C1CCC2(C)CCC(O)C(C)(O)C2C1OC(=O)/C=C/c1ccccc1 (centres undefined) | -0.6 | 4.7
O=C1C=C(NCCc2ccccc2)CC(c2ccco2)C1 (centres undefined) | -0.1 | 9.6
COc1ccccc1S(=O)(=O)N[C@H]1CC[C@H](CCNC(=O)C2CC2)O[C@@H]1CO | 0.4 | 9.5
C[C@@H]1CN([C@H](C)CO)S(=O)(=O)c2ccc(C#Cc3ccncc3)cc2O[C@H]1CN(C)C | 17.7 | -19.0
CC(C)CC#Cc1ccc2c(c1)O[C@@H](CN(C)C(=O)CC1CC1)[C@H](C)CN([C@H](C)CO)S2(=O)=O | 1.8 | -0.8
C[C@@H]1CN([C@@H](C)CO)C(=O)c2cc(NC(=O)CCN3CCOCC3)ccc2O[C@H]1CN(C)C(=O)Nc1ccc(F)cc1 | 1.5 | -8.5
C[C@@H]1CN([C@@H](C)CO)C(=O)c2cccc(NS(=O)(=O)c3ccc(Cl)cc3)c2O[C@@H]1CN(C)Cc1ccc2c(c1)OCO2 | 1.3 | nt
COC(=O)C[C@H]1C[C@@H]2c3cc(NS(=O)(=O)c4ccc(F)cc4)ccc3O[C@@H]2[C@@H](CO)O1 | -0.3 | 5.7
CO[C@@H]1CN(C)C(=O)c2ccc(NC(=O)Nc3cc(F)ccc3F)cc2OC[C@H](C)N(C(=O)c2cnccn2)C[C@H]1C | -0.1 | 2.5
COCC(=O)Nc1ccc2c(c1)[C@@H]1C[C@@H](CC(=O)NC3CCCC3)O[C@H](CO)[C@@H]1O2 | -0.8 | -0.2
CC(C)CC#Cc1cnc2c(c1)C(=O)N([C@@H](C)CO)C[C@H](C)[C@H](CN(C)C(=O)Cc1ccncc1)O2 | 1.6 | nt
C[C@H](CO)N1C[C@H](C)[C@@H](CN(C)C(=O)Nc2ccc3c(c2)OCO3)Oc2ccc(NC(=O)Cc3cn(C)c4ccccc34)cc2CC1=O | -13.1 | nt
CNC(=O)CN(c1ccc(F)cc1)S(=O)(=O)c1ccc2c(c1)OCCO2 | -0.2 | 1.0
C[C@H](CO)N1C[C@H](C)[C@@H](CN(C)C(=O)OCc2ccccc2)OCc2cn(nn2)CCCC1=O | 2.7 | nt

Further structures.
SMILES | IDH1 R132H inh | EZH2 inh
C[C@H]1CN([C@@H](C)CO)C(=O)c2cccc(NC(=O)c3nc4ccccc4s3)c2O[C@H]1CN(C)C(=O)NC1CCCCC1 | -1.2 | nt
C[C@H](CO)N1C[C@H](C)[C@@H](CN(C)Cc2cncnc2)Oc2cc(C3=CCCCC3)ccc2S1(=O)=O | nt | -5.8
Cc1noc(C)c1NC(=O)N(C)C[C@H]1OCc2ccccc2-c2ccccc2C(=O)N([C@H](C)CO)C[C@H]1C | -1.7 | 0.7
O=C(Nc1ccc2c(c1)[C@H]1C[C@H](CC(=O)N3CCc4ccccc4C3)O[C@H](CO)[C@H]1O2)c1cccnc1 | -0.1 | -0.2
O=C(CSc1nc(-c2ccccc2)c(-c2ccccc2)[nH]1)Nc1ccc(F)cc1 | 1.4 | 20.6
O=C(Cc1ccccc1)N[C@@H]1C=C[C@@H](CC(=O)N2CCOCC2)O[C@H]1CO | -0.1 | 10.3
C[C@H](CO)N1C[C@H](C)[C@H](CN(C)CC2CCOCC2)Oc2cc(-c3cccnc3)ccc2S1(=O)=O | -3.8 | 6.5
C[C@H](CO)N1C[C@H](C)[C@H](CN(C)Cc2ccc(C(=O)Nc3ccccc3N)cc2)Oc2c(NC(=O)Nc3cccc4ccccc34)cccc2C1=O | 0.0 | -12.4
C[C@@H]1CN([C@H](C)CO)C(=O)c2cc(NC(=O)CCC(F)(F)F)ccc2O[C@@H]1CN(C)S(=O)(=O)c1cccs1 | -0.4 | nt
O=C(C[C@H]1CC[C@@H](NC(=O)Nc2ccccc2F)[C@@H](CO)O1)NCc1ccccc1 | -0.1 | 8.8
CC(C)C#Cc1ccc2c(c1)O[C@H](CN(C)Cc1ccncc1)[C@@H](C)CN([C@H](C)CO)S2(=O)=O | -0.8 | nt
Cc1noc(C)c1NC(=O)N[C@@H]1CC[C@H](CC(=O)NCc2ccc(Cl)c(Cl)c2)O[C@@H]1CO | 0.0 | 6.7
Cc1ccc(NC(=O)CSc2nnc(C)n2-c2ccccc2)cc1C | 0.1 | 7.1
COc1cccc(C#Cc2cnc3c(c2)C(=O)N([C@H](C)CO)C[C@H](C)[C@@H](CN(C)C(=O)C2CC2)O3)c1 | nt | 8.9
CCC(=O)Nc1ccc2c(c1)C(=O)N(C)C[C@H](OC)[C@H](C)CN(Cc1ccccc1C(=O)O)[C@H](C)CO2 | -0.5 | -5.4
COc1cccc(NC(=O)N(C)C[C@H]2Oc3cc(Br)ccc3S(=O)(=O)N([C@H](C)CO)C[C@H]2C)c1 | nt | -3.7
COc1ccc(NC(=O)Nc2cccc3c2O[C@H](CN(C)S(=O)(=O)c2ccc(OC)cc2)[C@@H](C)CN([C@H](C)CO)C3=O)cc1 | 1.3 | nt
COc1cccc(S(=O)(=O)N[C@@H]2CC[C@H](CCNC(=O)Cc3ccncc3)O[C@H]2CO)c1 | -0.3 | -5.0
COc1cc(S(=O)(=O)n2cnc3cc(C)c(C)cc32)c(OC)cc1Cl | -2.1 | -16.7
N#Cc1cccc(CSc2nnc(CCCO)n2-c2ccccc2)c1 | 0.3 | -0.7
CCCN(C)C[C@H]1OCCCC[C@H](C)Oc2ccc(NC(=O)Cc3ccccc3)cc2C(=O)N([C@H](C)CO)C[C@H]1C | nt | -0.3
CCCN1C[C@@H](C)[C@@H](OC)CN(C)C(=O)c2ccc(NS(C)(=O)=O)cc2OC[C@H]1C | 0.3 | 8.0
COc1cccc(C#Cc2ccc3c(c2)O[C@H](CN(C)C(C)=O)[C@@H](C)CN([C@@H](C)CO)S3(=O)=O)c1 | 0.0 | -14.2
C[C@@H]1CN([C@@H](C)CO)C(=O)c2cc(C#C[C@@H](C)O)cnc2O[C@H]1CN(C)Cc1cccc(C(=O)O)c1 | nt | -6.0
C#CCNC(=O)C1=C[C@H](c2ccc(C#C)cc2)[C@@H](CCCO)[C@H](OCC)O1 | nt | -1.4
C[C@@H]1CCCCO[C@H](CN(C)C(=O)C2CCCCC2)[C@@H](C)CN([C@H](C)CO)C(=O)c2cc(NC(=O)Nc3ccc(C(F)(F)F)cc3)ccc2O1 | 0.8 | nt
CCCNC(=O)C[C@H]1C[C@H]2c3cc(NC(=O)Nc4ccccc4)ccc3O[C@H]2[C@H](CO)O1 | 0.6 | 2.8
CC(O)(CNCc1ccc(Cl)cc1)CSc1ccccc1Cl (centres undefined) | -1.7 | 45.4
C[C@@H]1CN([C@H](C)CO)C(=O)c2cccc(NC(=O)Nc3ccc4c(c3)OCO4)c2O[C@H]1CN(C)Cc1ccc(C(=O)Nc2ccccc2N)cc1 | nt | -20.0
COc1ccc(CN(C)C[C@H]2OCCCC[C@@H](C)Oc3ccc(NC(=O)CCC(F)(F)F)cc3C(=O)N([C@H](C)CO)C[C@@H]2C)cc1 | 1.3 | nt

4 of the compounds above, with each value named:
structure: CCCNC(=O)C[C@H]1C[C@H]2c3cc(NC(=O)Nc4ccccc4)ccc3O[C@H]2[C@H](CO)O1
  IDH1 R132H inh: 0.6
  EZH2 inh: 2.8
structure: CC(O)(CNCc1ccc(Cl)cc1)CSc1ccccc1Cl (centres undefined)
  IDH1 R132H inh: -1.7
  EZH2 inh: 45.4
structure: C[C@@H]1CN([C@H](C)CO)C(=O)c2cccc(NC(=O)Nc3ccc4c(c3)OCO4)c2O[C@H]1CN(C)Cc1ccc(C(=O)Nc2ccccc2N)cc1
  IDH1 R132H inh: nt
  EZH2 inh: -20.0
structure: COc1ccc(CN(C)C[C@H]2OCCCC[C@@H](C)Oc3ccc(NC(=O)CCC(F)(F)F)cc3C(=O)N([C@H](C)CO)C[C@@H]2C)cc1
  IDH1 R132H inh: 1.3
  EZH2 inh: nt

Screens from PubChem BioAssay.
